# Screening data from PubChem.
# SRC3 inh = inhibitors of human steroid receptor coactivator 3 (SRC3); Q9Y6Q9; HEK293 GAL4-SRC3 luciferase reporter, luminescence; inhibition, % at 3.6 µM; 360,000 compounds, 0.17% hits; AID 588352;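 active means inhibition above a per-campaign cutoff, the mean of all compounds plus 3 SD, cut at about 60% in these data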;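 further: 0% = DMSO-treated cells and 100% = gossypol-treated cells at 36 µM; higher means less SRC3-driven luciferase light from the GAL4 reporter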
# Target sequence (Q9Y6Q9 whole entry, looked up, the tested form may be a part): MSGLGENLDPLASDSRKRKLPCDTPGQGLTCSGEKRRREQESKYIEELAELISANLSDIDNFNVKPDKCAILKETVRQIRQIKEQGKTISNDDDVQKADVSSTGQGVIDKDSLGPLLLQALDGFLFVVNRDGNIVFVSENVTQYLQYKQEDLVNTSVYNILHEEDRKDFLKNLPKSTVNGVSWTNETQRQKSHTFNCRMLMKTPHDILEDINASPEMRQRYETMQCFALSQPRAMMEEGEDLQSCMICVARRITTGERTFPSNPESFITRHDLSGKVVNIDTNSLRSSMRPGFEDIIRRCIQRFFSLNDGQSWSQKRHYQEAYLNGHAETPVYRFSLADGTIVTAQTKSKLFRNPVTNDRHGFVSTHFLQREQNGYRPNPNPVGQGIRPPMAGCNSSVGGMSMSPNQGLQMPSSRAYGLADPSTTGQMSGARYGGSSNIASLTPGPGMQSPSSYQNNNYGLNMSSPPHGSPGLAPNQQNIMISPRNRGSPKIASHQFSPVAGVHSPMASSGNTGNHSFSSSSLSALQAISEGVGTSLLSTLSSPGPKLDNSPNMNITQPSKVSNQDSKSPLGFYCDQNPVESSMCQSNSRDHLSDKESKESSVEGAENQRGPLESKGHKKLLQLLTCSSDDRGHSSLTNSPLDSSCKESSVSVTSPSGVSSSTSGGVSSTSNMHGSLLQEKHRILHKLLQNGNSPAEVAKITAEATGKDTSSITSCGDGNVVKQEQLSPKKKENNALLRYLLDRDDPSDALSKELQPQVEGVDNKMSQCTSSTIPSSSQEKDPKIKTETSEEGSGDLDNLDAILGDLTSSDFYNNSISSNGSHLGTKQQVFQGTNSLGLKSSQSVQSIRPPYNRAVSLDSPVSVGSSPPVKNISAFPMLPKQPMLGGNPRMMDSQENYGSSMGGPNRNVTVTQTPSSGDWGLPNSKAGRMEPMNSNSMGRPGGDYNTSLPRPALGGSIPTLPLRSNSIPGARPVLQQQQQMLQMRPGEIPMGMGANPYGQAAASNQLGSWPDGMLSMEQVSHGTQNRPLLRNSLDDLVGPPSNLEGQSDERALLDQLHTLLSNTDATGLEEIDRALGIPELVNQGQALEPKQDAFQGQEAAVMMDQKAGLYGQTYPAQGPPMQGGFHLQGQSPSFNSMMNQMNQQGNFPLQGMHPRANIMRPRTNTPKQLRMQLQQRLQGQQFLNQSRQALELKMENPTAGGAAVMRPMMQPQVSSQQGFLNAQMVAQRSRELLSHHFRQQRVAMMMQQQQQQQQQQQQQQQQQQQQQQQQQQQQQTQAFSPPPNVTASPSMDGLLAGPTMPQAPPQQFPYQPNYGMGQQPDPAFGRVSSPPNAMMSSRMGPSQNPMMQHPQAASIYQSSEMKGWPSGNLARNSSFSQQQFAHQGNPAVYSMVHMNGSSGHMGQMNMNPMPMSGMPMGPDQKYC
# LMP1 NFkB inh = Epstein-Barr LMP1 NF-kappaB reporter inhibition. LMP1-induced NF-kappaB luciferase reporter cells, luminescence. inhibition, % at 12.5 µM. 350,000 compounds, 0.69% hits; in the data active means inhibition above about 41%;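 further: 0% = neutral control wells and 100% = reference inhibitor control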
# NR5A2 inv ag = suppresses constitutive activity of human LRH-1. O00482. HEK293T StAR-luciferase reporter, LRH-1 transfected, 24 h. inhibition, % at 3.6 µM. 360,000 compounds, 0.13% hits;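 active means inhibition above the mean inhibition of all tested compounds plus 3 SD, cut at about 73% in these data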;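 further: 0% = DMSO wells and 100% = reporter-only cells lacking LRH-1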
# CF NFkB block = cystic fibrosis NF-kB activation inhibition | inhibition, % at 5 µM | KKLEB NF-kB-GFP reporter, PAF-induced, GFP fluorescence overnight | 360,000 compounds, 0.86% hits | AID 588850;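 active means at least 50% inhibition at 5 µM, scaled per plate between neutral and stimulator controls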;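 further: PAF is a Pseudomonas aeruginosa culture filtrate used as stimulus; plate controls were PAF-stimulated DMSO wells for no effect and unstimulated DMSO wells for full effect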
# TROY signal inh = blocks TROY-dependent signaling in reporter cells. Q293 LMP1-TROYcd NF-kB luciferase reporter, 4 h. inhibition, % at 10 µM. 360,000 compounds, 0.98% hits. AID 1347056;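 active means compounds whose plate-normalised and pattern-corrected inhibition of the luciferase reporter signal at the single screening dose is 50% or more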
# COUP-TFII inh = inhibitors of human COUP-TFII (NR2F2). P24468. HEK293T NGFI-A luciferase reporter, luminescence. inhibition, % at 8.6 µM. 370,000 compounds, 0.7% hits. AID 686940;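 active means inhibition above a per-plate cutoff, mean inhibition of test wells between control levels plus 3 SD, cut at about 38% in these data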;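 further: cells cotransfected with COUP-TFII expression vector driving the NGFI-A reporter; 0% = median of COUP-TF2 test wells and 100% = reporter-only cells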
# TRAIL sens C8 = caspase-8 TRAIL sensitization. NB7+C8 cells + TRAIL, ATPlite viability luminescence. inhibition (viability loss, TRAIL sensitization), % at 10 µM. 360,000 compounds, 1% hits. AID 624354;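 active means compounds causing at least 50% loss of cell viability in the single-dose screen, relative to plate controls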
# SRC2 inh = human SRC2 (NCOA2) inhibition; 370,000 compounds, 0.17% hits; Q15596; inhibition, % at 9 µM; HEK293 GAL4-SRC2 luciferase reporter, luminescence;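 active means inhibition above the mean inhibition of all tested compounds plus 3 SD, set per campaign, cut at about 52% in these data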;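 further: 0% = DMSO treated cells and 100% = cells given Gossypol at 36 µM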
# KKLEB cytotox = counter-screen for CF NF-kB inhibitors: cytotoxicity | KKLEB CF airway cells viability, ATPlite luminescence, overnight; stronger effect = lower value; cells stimulated with P. aeruginosa culture filtrate | 360,000 compounds, 0.36% hits | activity change (cytotoxicity), % at 5 µM;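 active means corrected activity change at or below -50% at 5 µM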
# TWEAK Fn14 block = blocks TWEAK-Fn14 interaction in a reporter cell assay | TWEAK-stimulated Fn14 reporter cells, luciferase luminescence, 8 h | inhibition, % at 10 µM | 360,000 compounds, 2% hits; in the data active means inhibition above about 50%
# SRC1 inh = inhibits human SRC1 coactivator; Q15788; HEK293 GAL4-SRC1 luciferase reporter, luminescence; inhibition, % at 3.6 µM; 360,000 compounds, 0.12% hits; AID 588354;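 active means inhibition above the campaign mean plus 3 SD, with each screening campaign given its own cutoff, cut at about 60% in these data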;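 further: 0% = DMSO treated cells and 100% = gossypol at 36 µM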
# The depositor's hits bear a star; nt = not tested or not shown.
structure	SRC3 inh	LMP1 NFkB inh	NR5A2 inv ag	CF NFkB block	TROY signal inh	COUP-TFII inh	TRAIL sens C8	SRC2 inh	KKLEB cytotox	TWEAK Fn14 block	SRC1 inh
O=C(c1cccnc1)N1CCN(S(=O)(=O)c2ccc(S(=O)(=O)N3CCCC3)cc2)CC1	10	-41	-1	8	6	-3	-14	-17	0	5	-9
CCOC(=O)CSc1nnc(COc2cccc(C)c2)o1	18	-9	-2	-1	-11	5	21	-35	-6	7	-15
Cc1nn(-c2ccccc2)c(Cl)c1C(=O)OCC(=O)NCCc1ccc(S(N)(=O)=O)cc1	8	-5	21	23	-9	-1	-20	-11	-4	0	-7
COCCNC(=O)/C(C#N)=C/c1ccc(C)o1	-4	-9	-13	6	-26	-20	4	0	3	7	-7
CCn1c(Cc2cccn2C)nnc1SCC(=O)c1ccc(C)cc1	-21	-11	-25	-9	-9	2	-2	-42	6	-27	-25
CCN1CCN(CC(=O)Nc2ccc(Cl)c(S(=O)(=O)N(C)C)c2)CC1	17	-7	-9	3	-6	5	25	10	-3	-13	4
CSc1c(CC(=O)Nc2ccccc2C(F)(F)F)n(Cc2ccccc2)c2ccccc12	-10	1	-3	4	7	0	2	12	-8	-1	-7
COc1ccc(NC(=O)CCc2nc(-c3ccc(C)cc3)no2)c(OC)c1	-4	3	-3	1	20	10	-4	10	4	9	-8
Cc1ccc(NC(=O)CNc2ccccc2CN(C)C2CCCCC2)cc1	8	-4	7	0	-9	-18	2	0	3	-1	-3
CN(c1ccc(C(=O)NC2CCCC2)cc1)S(=O)(=O)c1ccccc1	-6	1	18	3	5	-11	-4	11	-5	-2	-13
COC(=O)Cn1c(O)c(N=NC(=O)c2ccc3c(c2)OCO3)c2ccccc21	-13	-4	-4	19	-60	-2	61*	-18	-10	-12	-10
S=c1sc(SCCOc2ccccc2)nn1-c1ccccc1	-1	5	5	-1	-17	8	9	-18	4	7	9
O=C(NC1=NCCS1)NC12CC3CC(CC(C3)C1)C2	-2	-6	-7	17	-7	-5	-1	-4	-20	8	-3
COC(=O)CSC1=C(C#N)C(=O)NC2(CCCCC2)S1	3	1	-10	-13	-7	-6	1	-16	16	-2	-2
CCc1ccccc1NC(=O)CSC1=C(C#N)C(c2ccc3c(c2)OCO3)C2=C(CCCC2=O)N1 (centres undefined)	5	8	-31	15	-1	9	-12	23	7	30	3
Cc1ccc(C)c(NC(=O)NNC(=O)c2ccc3ccccc3c2O)c1	-2	-4	11	-19	0	-10	-4	6	3	11	-9
COc1cc(OC)c(NC(=O)c2ccc(Br)o2)cc1Cl	2	1	9	-3	13	3	0	-24	-12	-7	-4
CC(C)NC(=O)CSc1ncccc1-c1nc2ccccc2[nH]1	-13	-11	0	1	4	-5	18	-4	1	-4	-1
COc1cccc(CSc2nccn2C)c1	-17	33	0	0	6	1	-12	-58	-1	-5	-23
Cc1ccc(NC(NC(=O)c2cccs2)C(Cl)(Cl)Cl)cc1 (centres undefined)	-6	-11	11	-19	-7	-4	-4	-1	5	5	-7

# A draw from above in order of molecular weight, lowest first:
structure	SRC3 inh	LMP1 NFkB inh	NR5A2 inv ag	CF NFkB block	TROY signal inh	COUP-TFII inh	TRAIL sens C8	SRC2 inh	KKLEB cytotox	TWEAK Fn14 block	SRC1 inh
COCCNC(=O)/C(C#N)=C/c1ccc(C)o1	-4	-9	-13	6	-26	-20	4	0	3	7	-7
Cc1ccc(NC(=O)CNc2ccccc2CN(C)C2CCCCC2)cc1	8	-4	7	0	-9	-18	2	0	3	-1	-3
CSc1c(CC(=O)Nc2ccccc2C(F)(F)F)n(Cc2ccccc2)c2ccccc12	-10	1	-3	4	7	0	2	12	-8	-1	-7

# The list continues:
structure	SRC3 inh	LMP1 NFkB inh	NR5A2 inv ag	CF NFkB block	TROY signal inh	COUP-TFII inh	TRAIL sens C8	SRC2 inh	KKLEB cytotox	TWEAK Fn14 block	SRC1 inh
Cc1cc(C2=NNC(=NC3CCCCC3)SC2)c(C)n1-c1c(C)n(C)n(-c2ccccc2)c1=O	1	-10	10	-15	4	18	-6	-5	7	-13	11
CCC(C)Sc1nnc(CNS(=O)(=O)c2ccc(F)cc2)n1C (centres undefined)	6	3	-9	22	-7	-9	-4	-1	-6	-2	-2
COc1cccc(N2CCN(S(=O)(=O)c3ccc4c(c3)NC(=O)CS4)CC2)c1	-2	10	12	-5	3	8	4	17	12	2	-8
Cc1cc(C(=O)COc2cccnc2[N+](=O)[O-])c(C)n1Cc1cccs1	31	19	-19	12	6	23	18	22	-1	8	8
COc1ccccc1-c1nnc(NC(=O)c2ccc(S(=O)(=O)N(C)CC3CCCO3)cc2)o1 (centres undefined)	2	4	0	-14	14	-3	13	-20	-10	9	5
Cc1ccc(NC2=NC(c3ccc(O)cc3)n3c(nc(C)cc3=O)N2)cc1 (centres undefined)	-4	1	-4	-4	30	-14	10	-13	-6	-2	-2
Cc1cccc(C)c1Nc1cn[nH]c1	-7	nt	-3	-9	-3	0	1	-1	-12	-10	-3
CCN(CC)S(=O)(=O)c1cccc(C(=O)Nc2ccccc2C(=O)N2CCOCC2)c1	-1	-1	2	4	-19	2	-9	0	4	-2	-3
COc1cccc(-n2c(N)cc(=O)nc2SCC(=O)N2CCN(c3ccccc3)CC2)c1	4	-2	-6	-9	-8	-25	7	-6	-4	10	-4
COc1ccc(C(=O)N2CCN(c3ccc(NC(=O)c4cccs4)cc3)CC2)cc1	5	15	9	5	-3	17	-9	20	-1	-16	25
COc1ccc(CNC(=O)C(=O)NCC(c2ccco2)N2CCOCC2)cc1 (centres undefined)	1	-1	13	-9	-8	-13	-11	-18	0	11	11
Cc1ccc(NC(=O)c2ccco2)c(NC(=O)c2cccs2)c1	0	2	24	-4	-17	-18	-3	16	10	-4	-13
O=S(=O)(Oc1ccccc1/C=N/n1cnnc1)c1ccccc1	0	0	-5	-6	-3	5	-3	-14	2	-2	7
COc1cc(CN2CCN(Cc3ccc(C(F)(F)F)cc3)CC2)cc(OC)c1OC	6	9	15	-11	16	31	6	8	-2	7	-1
COc1cc(/C=C2\SC(=S)N(N3CCOCC3)C2=O)cc(OC)c1OC	-2	2	-10	-4	-6	-18	-4	-35	2	4	1
CC(=O)c1cccc(NC(=O)c2cc(-c3ccc(F)cc3)on2)c1	5	2	-11	-20	-15	-3	3	-13	-4	-30	-5
Cc1cc(O)c(-c2cc(C(=O)Nc3cccnc3)[nH]n2)cc1C	-90	-30	-170	9	-38	-39	26	-67	-2	-3	-112
NC(=O)C1CCN(C(=O)Cc2ccc([N+](=O)[O-])cc2)CC1	8	1	21	-10	-12	-1	-9	-1	4	-5	14
COC(=O)c1c(NC(=O)C(=O)N2CCCCC2)sc2c1CC(C)(C)OC2	4	-12	41	13	8	16	-15	6	-5	-3	-1
COc1ccc(-c2nc(C)ncc2-c2csc(C)n2)c(O)c1	9	-2	7	-3	20	-9	12	-4	-5	21	-3
Cc1ccc(COC(=O)CCN=C2NS(=O)(=O)c3ccccc32)cc1	5	4	-4	19	5	-8	7	15	-7	-9	24
O=C(Nc1cccnc1Cl)c1cc(-c2ccccc2O)on1	-76	-5	-57	-8	-29	-24	18	-51	0	-25	-97
CS(=O)(=O)N(CC(=O)N1CCN(c2ccccc2)CC1)C1CCCCC1	-2	-5	-12	-2	8	-1	-3	-10	12	9	4
COc1ccc(/C=N/NC(=O)c2ccoc2C)cc1OC	7	0	2	16	5	-13	-11	11	1	-20	-4
C#CCN1[C@@H]2CCN(C2)c2cc(Br)ccc2S1(=O)=O	-7	-5	-34	2	-9	-6	6	-1	-6	8	10
CCCOc1cc(C)c(S(=O)(=O)n2ccc(C)n2)cc1C	5	-9	-2	6	-8	-19	-15	-35	-1	3	-5
COc1cc(/C=N/NC(=O)COc2c(C)cc([N+](=O)[O-])cc2C)ccc1OC(=O)c1ccccc1Br	-21	-18	5	-10	6	16	7	10	15	-23	-15
NS(=O)(=O)c1ccc(CNC(=O)c2cc(-c3cccnc3)nc3ccccc23)cc1	-16	3	26	-16	5	6	10	-25	1	36	-17
COC(=O)c1c(NC(=O)/C=C/C(=O)O)sc(Cc2ccccc2)c1C	20	3	68	-17	20	nt	8	nt	-6	31	0
CC(C)CCNC(=O)COc1ccc2c(c1)C(=O)CC(C)(C)O2	-12	-14	-27	-5	-25	-38	-14	0	-12	-25	-27
CCOC(=O)C1(C)Oc2ccccc2C(C(=O)OC)=C1C(=O)OC (centres undefined)	-16	-23	-1	1	-10	22	-5	8	-10	1	5
COCCCNC(=S)N1CCC(NC(=O)Nc2ccc(C)cc2)CC1	-3	2	7	4	3	13	-1	12	8	-2	-3
COc1ccc(NC(=S)Nc2ccc3snnc3c2)cc1	-32	-13	-54	-66	-99	-38	20	-11	-1	-8	-35
C=CCn1c(N)c(C(=O)NCc2cccnc2)sc1=S	1	6	-3	-10	9	-4	1	-34	7	3	-27
CCOc1ccc(CCNC(=O)C2=C(C)C(=O)OC23CCC(C)CC3)cc1 (centres undefined)	-4	-4	18	-11	1	-3	-9	0	-1	-3	14
O=C1CC2(CCN(C(=O)c3cccc(Br)c3)CC2)Oc2ccccc21	11	-11	18	19	3	-28	-3	-3	3	-19	-7
Cn1nc(C(F)(F)F)c(/C=N/OC(=O)c2ccccc2Cl)c1SCc1ccc(Cl)cc1	-3	-2	-16	4	-12	3	23	-34	16	-3	4
CC(=O)c1cccc(NS(=O)(=O)c2cc3c(cc2C)N(C(C)=O)CCO3)c1	-14	-4	-12	-6	-23	-1	0	4	0	9	-24
CN(C)Cc1ncccc1Oc1nc2cc(-c3cccc(Cl)c3)sc2c(=O)n1C	-2	nt	-8	-24	-20	5	-6	4	-5	-33	-3
CCOc1ccccc1NC(=O)C(NC(=O)C1CCC(C)CC1)C(C)C (centres undefined)	7	-1	4	-18	3	4	10	-23	19	0	15
O=C(CCc1nc(-c2ccccc2)no1)NCC1CCCO1 (centres undefined)	12	74*	7	1	27	-11	-17	6	14	19	-2
CCCCSc1nc(C)c(C(C)=O)cc1C#N	-5	-6	-19	8	-33	-21	-5	-1	-4	-18	-4
CCCC(/C=C/c1ccc(OC(C)=O)cc1)=C1/c2ccccc2C(=O)N1c1ccccc1	-21	1	-48	26	4	0	25	-16	-6	8	-22
CCNC(=S)NC1CC2CCCC(C1)N2Cc1ccco1 (centres undefined)	-7	8	20	11	6	-6	-3	-11	-2	2	-1
Cc1ccc(C(C(=O)NC(C)(C)C)N(CC2CCCO2)C(=O)CCC(=O)Nc2ccccn2)cc1 (centres undefined)	-1	-7	4	8	-35	1	-1	-6	-6	20	-3
CCOC(=O)[C@H]1[C@H]2COc3ccc(Cl)cc3[C@@H]2N2C(=O)c3cc(F)ccc3NC(=O)[C@@]12C	-1	8	-5	17	9	-4	16	-34	-5	-12	-4
C=CCC[C@H](Cc1ccc(F)cc1)C(=O)OC[C@@H](C)NC(=O)[C@H](CC=C)CC(=O)NCCO	9	-13	24	12	2	-1	6	19	-14	3	12
CC(OC(=O)Cc1c(F)cccc1Cl)C(=O)NC1CCCCC1C (centres undefined)	4	4	-15	-10	-1	-3	-1	17	0	-5	-4
CCCCCSc1nncc(=O)[nH]1	12	-5	-1	-9	-11	-2	-1	5	2	1	8
